# Assay outcomes from PubChem.
# M. tuberculosis HTS: M. tuberculosis growth inhibition, HTS (AID 449762) | M. tuberculosis H37Rv growth inhibition, 7H9 media; higher % means a stronger effect | inhibition, % at 25 µM, or IC50 in µM where a hit was titrated | 0.59% of 330,000 active; in the data active = a potency from the dose series; inconclusive = inhibition above about 70% without an active follow-up result;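 also: bacterial growth assessed after seven days of incubation; strong numbers were not always called active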
# Salmonella PhoP GFP: Inhibition of PhoP regulon, Salmonella typhi GFP reporter cells, confirmation, 4 h (AID 1850); 0.33% of 310,000 active; Salmonella Typhi PhoP-promoter GFP reporter, fluorescence, 4 h; higher % means a stronger effect; inhibition, % at 50 µM; hits with a dose series show IC50 in µM; in the data active = a potency from the dose series; inconclusive = inhibition mostly from about 25% at the one dose, without a potency; inactive = the rest, 99 in 100 with inhibition below about 19%;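 also: 0% = induced wells with vehicle and 100% = uninduced wells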
# M. tuberculosis: growth inhibition of non-replicating M. tuberculosis (AID 488890); Mycobacterium tuberculosis non-replicating, growth inhibition; higher % means a stronger effect; inhibition, % at 25 µM; hits with a dose series show IC50 in µM; 0.39% of 320,000 active; in the data active = a potency from the dose series; inconclusive = inhibition mostly from about 82% at the one dose, without a potency; inactive = the rest, 99 in 100 with inhibition below about 76%;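 also: plate controls were DMSO cells for no effect and high antibiotic wells for full effect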
# VEEV TC-83 Vero: inhibitors of VEEV TC-83 cytopathic effect, confirmation, Vero cells (AID 588727). Vero cells, VEEV TC-83 cytopathic effect inhibition; higher % means a stronger effect. inhibition, % at 20 µM; hits with a dose series show IC50 in µM. 0.13% of 350,000 active; in the data active = a potency from the dose series; inconclusive = inhibition mostly from about 14% at the one dose, without a potency; inactive = the rest, 99 in 100 with inhibition below about 12%; also: strong numbers were not always called active
# H1N1 NS1A inhibition: NS1A inhibition, H1N1 influenza, cell based functional assay (AID 504329). NS1A functional cell-based assay, percent inhibition; higher % means a stronger effect. inhibition, % at 12.5 µM, or IC50 in µM where a hit was titrated. 0.3% of 340,000 active; in the data active = a potency from the dose series; inconclusive = inhibition above about 27% without an active follow-up result; also: strong numbers were not always called active
# VEEV TC-83 Vero 10K pilot screen: also measured in VEEV TC-83 Vero; calls as there; inhibition, %; measured here: 10K pilot screen inhibition
# An asterisk follows results filed as active; i = inactive; ? = inconclusive; . = not tested or not shown; & = joins results of further samples. No enrichment for hits; overall some 1.5% were active at least once.
SMILES,M. tuberculosis HTS,Salmonella PhoP GFP,M. tuberculosis,VEEV TC-83 Vero,H1N1 NS1A inhibition,others
O=C(NCCCn1ccnc1)c1cccc(S(=O)(=O)N2CCCCCC2)c1,4%,1%,14%,0.1%,-3%,
CC1CCCC(NC(=O)C2CCCN2S(=O)(=O)c2cccc3nsnc23)C1C (centres undefined),-10%,1%,.,i,2%,
CCC/C(=C1/c2ccccc2C(=O)N1c1ccccc1)c1ccc2[nH]ccc2c1,15%,.,52%,5.0%,-3%,
O=c1[nH]c2ccc(Cl)cc2[nH]1,.,.,.,0.4%,-7%,
Cc1ccc(NC(=O)C(=O)NCCN2CCN(S(=O)(=O)c3ccccc3)CC2)cc1C,5%,1%,10%,0.9%,-8%,
O=C(c1cc(-c2cccc(Cl)c2)on1)N1CCCCCC1,-2%,7%,20%,1.1%,-10%,
Cc1ccc(N(Cc2ccc(C(=O)NN=C3CCN(C)CC3)cc2)S(C)(=O)=O)cc1C,0%,-2%,22%,i,-3%,
N#Cc1ccc2[nH]cc(CCO)c2c1,-6%,6%,-7%,0.4%,-11%,
COc1ccc(NC(=O)C23CC4CC(C2)CC(n2cnc(Br)n2)(C4)C3)c(C)c1,-3%,-3%,3%,2.3%,4%,
Cc1ccc(NS(=O)(=O)c2cc(NC(=O)c3cc4c(s3)CCCC4)ccc2C)c(C)c1,-6%,-4%,-6%,0.4%,1%,
COc1ccc(S(=O)(=O)NNC(=O)c2cc3c4ccccc4n(C)c3s2)cc1,-4%,2%,-1%,1.3%,17%,VEEV TC-83 Vero 10K pilot screen=0.8
O=C(CSc1nc(C2CC2)nc2c1cnn2-c1ccccc1)Nc1c[nH]c(=O)[nH]c1=O,-5%,7%,-3%,0.2%,.,
Cc1cccc(OCC(=O)N2CCC(c3ccccc3)C2)c1 (centres undefined),-2%,-16%,24%,0.7%,-2%,
O=C(CCl)N1c2ccccc2OCC1c1ccccc1 (centres undefined),?,14%,?,?,-3%,
COc1ccc(S(=O)(=O)N2CCC(C(=O)NCC3CCCO3)CC2)cc1 (centres undefined),-9%,2%,8%,1.6%,-5%,VEEV TC-83 Vero 10K pilot screen=0.5
N#C/C(=C\c1ccc(N2CCOCC2)o1)C(=O)N1CCOCC1,-1%,1%,-18%,i,19%,
CC(=O)NCCn1c(SCC(=O)NCC2CCCO2)nc2ccccc2c1=O (centres undefined),-2%,2%,11%,1.8%,-2%,
CN(C)CCCNC(=O)c1cc(S(=O)(=O)N2CCOCC2)ccc1F,-14%,8%,-13%,0.6%,-12%,
Cc1ccc(C(CC(=O)O)Nc2nc(N3CCOCC3)nc(N3CCOCC3)n2)cc1 (centres undefined),-7%,-6%,-15%,1.1%,1%,
CCC(=O)/C=C1\Sc2ccccc2N1CC,-5%,-10%,33%,3.5%,1%,
COc1cc(NC(C)C(=O)N2CC(C)OC(C)C2)cc(OC)c1 (centres undefined),-3%,9%,-18%,0.9%,3%,
Cc1ccc(NC(=O)CCn2cnc3cc(C)c(C)cc32)cc1,-8%,-7%,8%,i,-3%,
COC(=O)c1cc(C(=O)NCc2ccccc2)c(=O)[nH]c1C,-4%,-7%,-24%,2.1%,10%,
Cc1cccc(C)c1NC(=O)CNC(=O)CCC(=O)c1cccs1,5%,-5%,0%,1.5%,-2%,
CCOC(=O)CC(=O)CSc1nccc(-c2cccnc2)n1,3%,5%,42%,3.5%,0%,

# Random excerpt: 3 compounds from above.
SMILES,M. tuberculosis HTS,Salmonella PhoP GFP,M. tuberculosis,VEEV TC-83 Vero,H1N1 NS1A inhibition,others
O=C(c1cc(-c2cccc(Cl)c2)on1)N1CCCCCC1,-2%,7%,20%,1.1%,-10%,
O=c1[nH]c2ccc(Cl)cc2[nH]1,.,.,.,0.4%,-7%,
Cc1ccc(NC(=O)C(=O)NCCN2CCN(S(=O)(=O)c3ccccc3)CC2)cc1C,5%,1%,10%,0.9%,-8%,

# The main list resumes; the 3 compounds before the break are reprinted first.
SMILES,M. tuberculosis HTS,Salmonella PhoP GFP,M. tuberculosis,VEEV TC-83 Vero,H1N1 NS1A inhibition,others
COC(=O)c1cc(C(=O)NCc2ccccc2)c(=O)[nH]c1C,-4%,-7%,-24%,2.1%,10%,
Cc1cccc(C)c1NC(=O)CNC(=O)CCC(=O)c1cccs1,5%,-5%,0%,1.5%,-2%,
CCOC(=O)CC(=O)CSc1nccc(-c2cccnc2)n1,3%,5%,42%,3.5%,0%,
O=C(O)c1c[nH]ccc1=O,11%,-3%,14%,i,2%,
CCN(CC(=O)Nc1ccc(NC(C)=O)cc1)C(=O)CC1OC(=O)c2ccccc21 (centres undefined),-1%,0%,-8%,1.9%,-13%,
Clc1cccc(N/N=C/c2ccc(N3CCOCC3)s2)c1,30%,6%,29%,5.5%,-12%,
COc1cccc(N2CCN(CC(=O)Nc3ccc(SC(F)F)cc3)CC2)c1,0%,-4%,44%,2.4%,5%,
CCOC(CCn1c(SCc2ccc([N+](=O)[O-])cc2)nc2ccccc2c1=O)OCC,14%,-2%,32%,4.2%,23%,
COc1ccccc1C(=O)NC(C)c1ccccc1 (centres undefined),-2%,4%,-8%,0.2%,-2%,
Cc1cccc(NC(=O)COC(=O)CCc2ccccc2)c1C,-1%,-4%,55%,i,-1%,
O=C(Oc1ccc(F)c(F)c1)c1ccc2c(=O)n3c(nc2c1)CCC3,?,2%,?,4.0%,-14%,
Cc1ccc(N(CC(=O)NC2CCCCC2)S(=O)(=O)c2c(C)noc2C)cc1,-5%,0%,-12%,4.3%,1%,
O=C(Nc1ccc(F)c([N+](=O)[O-])c1)C1CCCO1 (centres undefined),-5%,-2%,-19%,0.8%,0%,
NCc1oc(-c2ccccc2)cc1C(=O)O,1%,5%,-9%,0.5%,3%,
CCOC(=O)N1CCN(C(=O)CS(=O)Cc2nc(-c3ccc(OC)c(OC)c3)oc2C)CC1 (centres undefined),-5%,1%,-8%,i,13%,
COc1ccccc1N1CCN(C(=O)c2cc3c(s2)-c2ccccc2OC3)CC1,2%,-10%,-1%,10%,25%,
O=C(NCC(c1cccs1)N1CCOCC1)c1cccc([N+](=O)[O-])c1 (centres undefined),-6%,-4%,.,2.9%,-3%,
Cc1cc(OC(=O)c2cccs2)ccc1C(C)C,28%,-2%,34%,6.9%,-8%,
CCOC(=O)c1cc(-c2ccccc2)sc1NC(=O)c1ccc(OC)c(OC)c1,1%,-13%,58%,1.8%,13%,
Cc1nc(N2CCN(C(=O)COc3ccccc3)CC2)c2c(C)c(C)sc2n1,11%,-22%,10%,6.7%,2%,
CCOC(=O)CSc1nc2c(sc3ccccc32)c(=O)n1CCCN1CCOCC1,34%,-11%&-8%,64%,6.8%,17%,
CC(=O)c1cccc(NC(=O)c2csc3c2CCCCC3)c1,-5%,-8%,24%,0.8%,5%,
COc1ccccc1NS(=O)(=O)c1cc(NC(=O)COc2ccccc2F)ccc1N1CCOCC1,6%,.,46%,3.8%,18%,
O=C(Nc1nc(-c2ccc(Cl)cc2)cs1)NC1CCCCC1,?,2%,47%,10%,-2%,
CC(C)=CC(=O)Nc1ccccc1Br,-1%,-2%,0%,0.2%,15%,
CC1CCCC(C)N1/N=C/c1ccccc1OC(F)F (centres undefined),-2%,1%,2%,1.9%,13%,
C=CCN1C(=O)/C(=C/c2ccc(OC(C)=O)c(OCC)c2[N+](=O)[O-])SC1=S,.,.,.,?,9%,
Cc1cccc(NC(=O)CCNS(=O)(=O)c2cccc3nsnc23)c1C,1%,14%,-12%,0.0%,-11%,
# The listing continues.
SMILES,M. tuberculosis HTS,Salmonella PhoP GFP,M. tuberculosis,VEEV TC-83 Vero,H1N1 NS1A inhibition,others
CCOc1cc(CN2CCN(c3ccc(C(C)=O)cc3)CC2)ccc1OC,-1%,3%,7%,i,-15%,
C=CCn1c(SCC(=O)Nc2nnc(CC)s2)nnc1-c1ccco1,-6%,-6%,-3%,2.5%,7%,
COc1ccc(Nc2cc(C)nc3ccccc23)cc1,2%,13%,.,1.0%,30%,
COc1ccc(CN2CCN(Cc3ccon3)CC2CCO)c(C)c1C (centres undefined),3%,-7%,2%,i,7%,
COCCNC(=O)CCCN1C(=O)c2ccccc2Sc2ncccc21,59%,1%,-14%,i,-15%,
COc1ccc(Nc2nc3ccccc3n3cnnc23)cc1Cl,-1%,-10%,2%,11%,-20%,
COC(=O)CSc1nc(N2CCOCC2)c2c(c1C#N)CCCC2,?,-1%,?,2.9%,0%,
Cc1ccccc1Nc1nnc(SCC(=O)N(C)C2CCS(=O)(=O)C2)s1 (centres undefined),6%,-27%,0%,0.5%,-6%,
COC(C[C@@H](O)C[C@@H](O)[C@H](C)OCc1ccccc1)OC,3%,4%,-25%,1.8%,0%,
O=C(CNC(=O)c1ccc(Br)o1)NCc1ccc(Cl)cc1,8%,-9%,65%,i,2%,
FC(F)(F)c1ccccc1C1=CC(c2ccccc2)n2ncnc2N1 (centres undefined),-8%,5%,19%,0.1%,-2%,VEEV TC-83 Vero 10K pilot screen=0.8
O=c1c(C=NCCCn2ccnc2)c(-c2ccccc2)[nH]n1-c1nc2ccccc2s1,-5%,-19%,2%,i,-4%,
Cn1cccc1/C=N/NC(=O)c1ccc(OC(F)(F)C(F)F)cc1,-3%,6%,1%,0.8%,-1%,
COC(=O)c1cc(OC)c(OC)cc1NC(=O)c1ccc(OC)cc1,-5%,5%,-56%,0.1%,3%,
Cc1ccc(Oc2ccc(C(F)(F)F)cc2[N+](=O)[O-])c([N+](=O)[O-])n1,4%,14%,-2%,i,.,
COc1ccc(/C=C/c2ccc3ccccc3[n+]2C)cc1OC,2%,1%,-6%,3.2%,-10%,
CCCN(CCC)C(=O)c1cc2c(=O)n3cccc(C)c3nc2s1,4%,-6%,11%,10%,8%,
COCCN(C(=O)Nc1ccc(OC)cc1)c1nc2ccccc2s1,9%,10%,31%,0.8%,2%,
CCNc1nc(NCC)nc(N(C)n2cnnc2)n1,-2%,-7%,-1%,4.0%,-22%,
CCN(CC)C(=O)COc1ccc(/C=N/NC(=O)c2cc(-c3ccccc3OC)nc3ccccc23)cc1OC,-21%,7%,25%,12%,11%,
CCOC(=O)c1ccccc1NC(=O)Cc1sc(-c2cccnc2)nc1-c1ccc(C)cc1,9%,-6%,16%,.,.,
CN1C(=O)C(C)(C)c2cc(S(=O)(=O)N3CCCCCC3)ccc21,-10%,-2%,-13%,2.3%,2%,VEEV TC-83 Vero 10K pilot screen=0.3
O=C(Cn1cnc2cc([N+](=O)[O-])ccc2c1=O)N1CCN(S(=O)(=O)c2ccccc2)CC1,-3%,.,12%,1.9%,2%,
Cc1nn(C)c(C)c1/C=N/NC(=O)C(C)(C)Oc1ccc(Cl)cc1,3%,0%,4%,i,5%,
Cc1cc(C)c(S(=O)(=O)NCC(=O)O)cc1C,-1%,-3%,-14%,5.2%,2%,
Clc1ccc(-c2nc(-c3ccccn3)no2)cc1Cl,-9%,2%,-5%,1.8%,2%,
CCOC(=O)c1[nH]c2ccc(OC)cc2c1NC(=O)c1ccccc1C(=O)O,-9%,-6%,9%,1.4%,0%,
CC(=O)NC(Cc1ccccc1)C(=O)NC1CCN(C(=O)c2cnccn2)CC1 (centres undefined),-1%,-3%,1%,1.8%,5%,

# Among those listed so far, two have a CF3 group:
SMILES,M. tuberculosis HTS,Salmonella PhoP GFP,M. tuberculosis,VEEV TC-83 Vero,H1N1 NS1A inhibition,others
FC(F)(F)c1ccccc1C1=CC(c2ccccc2)n2ncnc2N1 (centres undefined),-8%,5%,19%,0.1%,-2%,VEEV TC-83 Vero 10K pilot screen=0.8
Cc1ccc(Oc2ccc(C(F)(F)F)cc2[N+](=O)[O-])c([N+](=O)[O-])n1,4%,14%,-2%,i,.,
